Source: PubChem (National Center for Advancing Translational Sciences (NCATS))
TbPYK inhibitor = blocks Trypanosoma brucei pyruvate kinase; Potency, µM (doses to about 76.8 µM), for the others: top-dose activity, negative = inhibition, most hits filed as inhibitors; Q57TT1; TbPYK enzyme, Kinase-Glo Plus ATP luminescence, 45 min; 410,000 tested, 0.12% active; further: potency means the concentration at half of the fitted maximal effect; on the % scale 0 is the no-effect control and ±100 the full control effect; nearly all actives have a fitted effect of over 50% in size
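In this concentration-response screen, enzyme-free wells defined baseline while DMSO plates tracked drift. Each reaction combined TbPYK, substrate, compound and 130 uM ADP for 45 min at room temperature. Kinase-Glo Plus luminescence gave the signal.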
LmPK inhibitor = blocks Leishmania mexicana pyruvate kinase activity; Q27686; purified LmPK, Kinase-Glo ATP luminescence, 1 h; Potency, µM (top dose mostly 57.5 µM), for inactives: top-dose activity change, negative = inhibition, hits mostly inhibitors; 290,000 tested, 0.37% active; AID 1721; further: potency means the concentration at half of the fitted maximal effect; on the % scale 0 is the no-effect control and ±100 the full control effect
Target sequence (Q27686 whole entry, looked up): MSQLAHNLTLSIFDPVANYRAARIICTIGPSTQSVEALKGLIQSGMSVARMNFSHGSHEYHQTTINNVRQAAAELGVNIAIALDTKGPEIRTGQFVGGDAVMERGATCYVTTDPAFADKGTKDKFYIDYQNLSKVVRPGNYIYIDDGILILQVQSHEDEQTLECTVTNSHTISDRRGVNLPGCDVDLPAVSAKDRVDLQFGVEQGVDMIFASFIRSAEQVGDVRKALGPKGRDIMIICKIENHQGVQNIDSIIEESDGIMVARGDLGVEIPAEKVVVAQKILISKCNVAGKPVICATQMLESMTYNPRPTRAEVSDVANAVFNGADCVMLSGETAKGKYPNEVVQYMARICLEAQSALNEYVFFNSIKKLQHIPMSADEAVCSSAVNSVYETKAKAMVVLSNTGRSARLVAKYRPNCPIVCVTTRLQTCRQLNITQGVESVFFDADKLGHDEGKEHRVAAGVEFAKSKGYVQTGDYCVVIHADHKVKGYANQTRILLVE
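Screened at intermediate enzyme activity to detect both inhibitors and activators: LmPK at 0.1 nM, with a 0.5 nM enzyme column as activation reference. PEP 0.5 mM, ADP 0.1 mM; ATP detected by luminescence after 1 h.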
AmpC inh no detg = AmpC beta-lactamase inhibition without detergent. AmpC nitrocefin hydrolysis, absorbance 480 nm, 0.0001% Triton. P00811. 330,000 tested, 0.52% active. Potency, µM (titrated, usually from 57.1 µM), without a hit: at the top dose activity change, negative = inhibition, usual class: inhibitors;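 further: potency means the concentration at half of the fitted maximal effect; plate controls were no compound for no effect and no enzyme for full effect; nearly all actives have a fitted effect of over 20% in size; some results filed as inactive show a strong effect at the top dose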
Target sequence (P00811 whole entry, looked up): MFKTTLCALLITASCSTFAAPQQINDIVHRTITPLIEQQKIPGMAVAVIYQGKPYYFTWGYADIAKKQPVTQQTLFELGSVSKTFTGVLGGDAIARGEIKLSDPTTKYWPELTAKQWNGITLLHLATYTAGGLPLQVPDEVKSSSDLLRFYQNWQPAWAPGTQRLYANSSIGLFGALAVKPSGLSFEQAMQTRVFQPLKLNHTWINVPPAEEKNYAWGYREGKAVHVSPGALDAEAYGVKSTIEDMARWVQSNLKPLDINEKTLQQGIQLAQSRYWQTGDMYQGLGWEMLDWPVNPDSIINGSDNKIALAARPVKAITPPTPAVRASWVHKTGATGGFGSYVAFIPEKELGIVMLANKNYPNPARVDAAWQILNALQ
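20 mM phosphate pH 7.0 + 0.01% (detergent screen) or 0.0001% Triton X-100; 5.3 nM AmpC reagent; cpd preinc 15 min RT; nitrocefin (800 uM stock) to start; A480 q20 s × 4 min; Activity was normalised to no-enzyme and no-compound control wells.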
Pf growth 96h = inhibits malaria parasite growth, 96 h; P. falciparum luciferase reporter growth, 96 h; Potency, µM (top dose mostly 28.7 µM), for the others: at the top dose activity change, negative = inhibition, actives largely listed as inhibitors; 320,000 tested, 6.9% active; AID 504834; further: potency means the concentration at half of the fitted maximal effect; on the % scale 0 is the no-effect control and ±100 the full control effect
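Two parasite generations (96 h, 37 C, 5% CO2) of compound exposure in infected erythrocytes (0.05% parasitemia, 2% hematocrit). Luciferase-reporter P. falciparum; decreased luminescence indicates inhibited growth, aimed at apicoplast-acting delayed death.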
Pf growth 48h = P. falciparum growth inhibition at 48 hours (one generation). P. falciparum luciferase growth in erythrocytes, 48 h. Potency, µM (highest dose often 28.7 µM), for inactives: at the highest dose activity change, negative = inhibition, hits mostly inhibitors. 310,000 tested, 5.9% active. AID 504832; further: potency means the concentration at half of the fitted maximal effect; on the % scale 0 is the no-effect control and ±100 the full control effect
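Growth was read as firefly luciferase luminescence after a 48 h, 37 C, 5% CO2 exposure of compounds to reporter-bearing P. falciparum cultures (0.1% parasitemia, 2% hematocrit final) in Albumax-supplemented RPMI 1640.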
Shiga inhibitor = blocks Shiga toxin action in Vero cells; inhibition, % at 38.7 µM; Vero cells, Shiga toxin protein synthesis inhibition reporter; 290,000 tested, 9.2% active; AID 2315; in the data active means inhibition mostly above about 28%, no sharp cut-off; inactive means mostly below about 43%; further: 0% is about no effect
Cycloheximide cs = counter-screen hit for Shiga toxin inhibitors, cycloheximide | max response, % | cell reporter, cycloheximide protein synthesis inhibition counterscreen | 300,000 tested, 12% active; in the data active means max response mostly above about 13%, no sharp cut-off; inactive means mostly below about 14%; further: read at 38.3 µM for the half of the compounds with a filed dose; 0% is about no effect
* = called active by the depositor; ? = inconclusive; / = not tested or not shown; + = active, no number; & = joins results of further samples; [ ] = dose if it differs, or a comment. Unless noted, the call rests on the fitted dose curve; in most records, active means well fitted curve in the direction sought with a large enough effect; inconclusive means small, poorly fitted or top-dose-only effect, or another doubt; inactive means no such curve, though single readings can be large; an effect the other way counts as inactive or inconclusive.

Below each SMILES: TbPYK inhibitor	LmPK inhibitor	AmpC inh no detg	Pf growth 96h	Pf growth 48h	Shiga inhibitor	Cycloheximide cs
1) COc1ccc(NC(=O)CN2C(=O)C(C)SC(C)C2=O)c(OC)c1 (stereo not given)
→ -7.0%	2.2%	-14.2%	38.9%[activator]	1.3%	-4.5	7.2
2) O=C1Cc2ccccc2C(=O)N1Cc1ccccc1
→ 0.0%	2.7%	-45.7%	-28.8%	/	-19.5	-1.8
3) O=C(CCCC(=O)n1cnc2ccccc21)n1cnc2ccccc21
→ -2.9%	0.2%	-9.8%	3.0%	2.4%	-0.8	1.9
4) COc1ccc(Cl)cc1NC(=O)C(C)Sc1nnc(C2CC2)n1C1CC1 (stereo not given)
→ 8.7%	/	52.4%	?	?	/	/
5) CN1CCN(c2ccc(CNS(=O)(=O)c3ccccc3)cc2)CC1
→ 27.1%	12.6%	-26.9%	41.8%[activator]	10.1%	15.7	1.0
6) Nc1ccc(Br)cc1Br
→ 0.7%	0.0%	-12.4%	?	-12.7%	30.4	-2.3
7) CCCOc1ccc(-c2csc(N)n2)cc1[N+](=O)[O-]
→ -8.8%	-0.1%	-28.1%	24.5%	83.0%[activator]	+	45.0*
8) COc1ccc(N2C(=O)C(CC(N)=O)N(NC(=O)CCc3ccccc3)C2=O)cc1 (stereo not given)
→ 0.1%	-1.6%	-0.8%	?	8.6%[5.75 µM]	43.8	5.6
9) Cc1ccc(Cl)c(OCC(=O)NCc2ccco2)c1
→ -12.4%	6.7%	-19.5%	/	21.4%	33.1	23.9*
10) CCC(=NCCCn1ccnc1)c1c(O)n(-c2ccccc2)c(=O)[nH]c1=O
→ 5.4%	1.9%	-17.2%	-15.7%	-4.1%	-7.5	-1.1
11) O=C(OCC(=O)N1CCN(C(=O)c2ccco2)CC1)c1cc(=O)c2ccccc2o1
→ -5.4%	-9.7%	-13.5%	/	27.7%	-21.5	-0.8
12) CC(C)(C)C(=O)NC(=S)NCc1ccccc1
→ 2.8%	1.4%	-6.2%	9.28µM*	-30.7%	-7.5	-6.7
13) Cc1ccc(C2=CSC3=NS(=O)(=O)CCN23)cc1C
→ -3.7%	-1.1%	-17.4%	26.0%	23.7%	-14.1	9.6
14) Cc1ccc(-n2nnnc2CNC(=O)C2CC(=O)N(c3ccccc3)C2)cc1C (stereo not given)
→ -5.3%&-8.3%	3.1%	10.2%	-12.7%	-16.4%	8.7	-2.7
15) COc1ccc(CN2CCN(c3ccccc3)CC2)c(C)c1C
→ 0.5%	-1.0%	-9.5%	-14.2%	/	-13.7	-3.3
16) COc1ccc(C(=O)CSc2n[nH]c(=O)[nH]c2=O)cc1
→ 3.2%	-11.2%	-16.9%	-1.3%	60.4%[activator]	37.3	-1.7
17) CN(C)C(CNS(=O)(=O)c1ccc(Br)cc1)c1cccnc1 (stereo not given)
→ 3.0%	0.6%	-16.7%	?	-21.3%	-5.4	-4.0
18) COCCNC(=O)c1cnn2c(C(F)F)cc(-c3ccc(C)cc3)nc12
→ -3.1%	0.9%	-15.8%	-11.7%	-27.1%	5.7	-2.6
19) O=C(CSc1ccccn1)Nc1ccc2ccccc2c1
→ /	6.3%	-30.5%	?	199.0%[activator]	77.5*	52.8*
20) Cc1cc(/C=C2\SC(=O)NC2=O)c(C)n1-c1ccc(N(C)C)cc1
→ -2.2%	-3.5%	-24.2%	4.0%	11.3%	-6.6	-2.0
21) CC1(C)CC(=O)c2cc(OCC(=O)NCC3CCCO3)ccc2O1 (stereo not given)
→ 13.0%	-3.9%	-4.9%	0.1%	50.7%[activator]	12.5	13.5
22) COc1ccc2nc(C)cc(Nc3ccc(N4CCN(C)CC4)cc3)c2c1
→ -3.1%	-2.0%	1.2%	?	-0.2%[0.00184 µM]	13.8	-3.0
23) CCCn1c2ccccc2c2cnn(CC(=O)N(CC)CC)c(=O)c21
→ -1.9%	-1.4%	18.7%	28.9%	-6.2%	-8.6	1.8
24) Cc1cccc(OCCSc2nc(N)cc(N)n2)c1
→ -5.9%	2.5%	-23.7%	45.6%[activator]	78.3%[activator]	45.5*	19.7*
25) CCOC(=O)C1=C(C)NC(=O)NC1c1cn(-c2ccccc2)nc1-c1cccs1 (stereo not given)
→ 9.4%	0.2%	22.4%	?	?	-9.6	-1.0
26) CCOCCCNS(=O)(=O)c1ccc(NC(=O)c2ccc(OC)c([N+](=O)[O-])c2)cc1
→ ?	1.0%	-4.8%	6.5%	?	-12.9	5.4
27) COc1cc2c(cc1NC(=O)c1cccc(Br)c1)CCCC2
→ 3.5%	2.7%	-31.4%	?	5.8%	18.3	15.8
28) O=C(C[n+]1ccc2ccccc2c1)c1ccccc1
→ -4.9%	-0.2%	-25.6%	9.28µM*	?	39.4	20.4*
29) C#CC[N+](C)(C)CCCCCCCCCC
→ -0.7%	-0.4%	14.1%	?	0.928µM*	-14.2	-5.1
30) CCCCc1nnc(NC(=O)C(C)Sc2nc(C)cc(=O)[nH]2)s1 (stereo not given)
→ 3.7%	5.3%	-29.7%	?	40.6%[activator]	-10.0	-1.7
31) Cc1cc(C)c(Cn2c(=O)n(CCCC(=O)NCc3ccco3)c(=O)c3sccc32)c(C)c1
→ -2.3%	5.9%	-11.8%	14.5%	/	-3.5	-3.2
32) CCN(CC)S(=O)(=O)c1ccc(C(=O)Nc2ccc(Cc3ccncc3)cc2)cc1
→ 3.2%	-3.1%	49.4%	3.9%	?	-25.9	-1.6
33) COc1cc(/C=C/c2[nH]c(=O)[nH]c(=O)c2[N+](=O)[O-])ccc1OCCC(C)C
→ -12.4%	0.7%	-25.0%	56.3%[activator]	24.1%	-4.9	6.9
34) CN(C)c1ccc(-c2cc([C@H]3[C@@H]4C=CCC[C@@]4(C)C(=O)N3Cc3ccccc3)ccc2F)cc1
→ -1.5%	-1.3%	7.0%	?	?	-5.1	-1.4
35) O=C(c1cnc(N2CCN(c3ccccn3)CC2)c2ccccc12)N1CCN(c2cccc(Cl)c2)CC1
→ -0.8%	1.8%[11.5 µM]	46.1%	-18.3%	9.28µM*	16.4	-0.6
36) CCN(CC)CCCNC(=O)C1c2cc(OC)c(OC)cc2C(=O)N(C)C1c1cccnc1 (stereo not given)
→ 2.3%	0.2%	-17.1%	?	36.4%[activator]	9.2	-1.8
37) O=S1(=O)CC2N=C(N(Cc3c(F)cccc3Cl)c3ccccc3F)SC2C1 (stereo not given)
→ -2.3%	0.0%	111.6%[activator]	?	?	-6.0	-1.2
38) Cc1ccc(Sc2c(C)nn(C(=O)C3CC3)c2C)cc1
→ -7.3%	-2.3%	-7.7%	5.6%	5.3%	-14.0	2.6
39) CC(C)NS(=O)(=O)c1ccc(CCC(=O)N2CCCC2)cc1
→ 5.4%	1.2%	1.0%	13.7%	-1.5%	-4.9	-1.6
40) CC(C)(C)NCC1(CO)SC(N)=NC1=O (stereo not given)
→ 2.2%	14.0%	-10.5%	/	/	-21.4	2.3
41) CC(C)OCCCNCc1cccs1
→ -11.0%	-1.1%	-11.8%	-0.8%	48.6%[activator]	-22.5	-4.5
42) O=C(NC(=C(Cl)Cl)P(=O)(c1ccccc1)c1ccccc1)c1ccccc1
→ -16.2%	-2.5%	-17.2%	-15.0%	-27.5%	-7.3	8.3
43) CCCCCNCC(=O)Nc1cc(C(F)(F)F)ccc1OCCOC
→ 14.1%	-4.9%	37.2%	?	?	-22.4	-0.6
44) CCOc1ccc(S(=O)(=O)N2CCCCC2)cc1NC(=O)c1c(CC)noc1C
→ -0.1%	/	-26.7%	12.4%	?	/	/
45) O=C(CN1CCOCC1)NNc1c2ccccc2nc2ccccc12
→ 0.6%	-0.6%	-16.8%	?	?	46.6	15.7
46) Cc1c(Cl)c([N+](=O)[O-])nn1CC(=O)N1CCCc2ccccc21
→ 0.5%	3.2%	-23.9%	?	35.2%	-1.6	24.9*
47) COc1ccccc1NC(=O)C1CCCN(S(=O)(=O)c2ccc(-n3cnnn3)cc2)C1 (stereo not given)
→ 1.1%	-1.9%	15.6%	40.1%[activator]	?	-12.8	-12.1
48) CCOC(=S)SCC(=O)Nc1nccs1
→ 2.7%	0.9%	-12.2%	6.1%	?	-8.9	3.8
49) CCOc1ccc(NC(=O)C2CCCN(c3cnccn3)C2)cc1 (stereo not given)
→ -1.2%&6.2%	6.2%	1.0%	17.0%	-14.6%	-7.8	6.3
50) Cc1c(C)c2c(OCC(=O)Nc3ccc(CCO)cc3)cc3c(c2oc1=O)CCC(C)(C)O3
→ 1.9%	-5.2%	104.5%[activator]	13.1µM*	8.28µM*	8.5	-2.8
51) Cc1cc(S(=O)(=O)NC2CCCC2)ccc1-n1cnnn1
→ 4.9%	-0.5%	-2.1%	5.1%	-4.5%	-8.8	-1.7
52) CCc1nc2ccc(C(=O)NCCCN3CCN(c4ccccc4F)CC3)cc2nc1CC
→ -2.1%	11.9%	183.8%[activator]	?	?	-10.0	-3.4
53) CCn1cc(/C=N\NC(=O)Cc2ccc([N+](=O)[O-])cc2)c(C)n1
→ 1.0%	4.6%	-31.2%	-0.3%	22.0%	-1.4	1.8
54) CCn1cc(C(=O)NCc2ccco2)c(=O)c2cc(S(=O)(=O)N3CCCCCC3)ccc21
→ 3.4%	-0.6%	149.1%[activator]	25.8%	?	-5.5	-0.8
55) COc1cccc(/C=N/NC(=O)c2cc3c(OC)cccc3[nH]2)c1OC
→ -6.3%	0.5%	-24.2%	4.0%	16.0%	-12.9	2.8
56) O=[N+]([O-])c1ccc(COc2cccc3cccnc23)cc1
→ -2.3%	-2.3%	-15.2%	7.3%	63.7%[activator]	142.7*	67.9*
57) Cc1cc(NC(=O)COC(=O)c2c(Cl)cccc2Cl)no1
→ -7.9%	/	-18.4%	-28.3%	?	/	/

Structures shown so far that contain a furan ring, fused or not:
Below each SMILES: TbPYK inhibitor	LmPK inhibitor	AmpC inh no detg	Pf growth 96h	Pf growth 48h	Shiga inhibitor	Cycloheximide cs
9) Cc1ccc(Cl)c(OCC(=O)NCc2ccco2)c1
→ -12.4%	6.7%	-19.5%	/	21.4%	33.1	23.9*
11) O=C(OCC(=O)N1CCN(C(=O)c2ccco2)CC1)c1cc(=O)c2ccccc2o1
→ -5.4%	-9.7%	-13.5%	/	27.7%	-21.5	-0.8
31) Cc1cc(C)c(Cn2c(=O)n(CCCC(=O)NCc3ccco3)c(=O)c3sccc32)c(C)c1
→ -2.3%	5.9%	-11.8%	14.5%	/	-3.5	-3.2
54) CCn1cc(C(=O)NCc2ccco2)c(=O)c2cc(S(=O)(=O)N3CCCCCC3)ccc21
→ 3.4%	-0.6%	149.1%[activator]	25.8%	?	-5.5	-0.8
